PLAP inhibitors HTS – PLAP enzyme inhibitors, biochemical, luminescence, HTS (AID 690); purified PLAP, luminescent substrate; higher % means a stronger effect; one-dose inhibition, % at 20 µM; IC50 in µM for titrated hits; actives 0.08% (n = 96,000); in the data active means a potency from the dose series; inactive means the rest, 99 in 100 with inhibition below about 30%; further: strong numbers were not always called active
MRP reversal – compounds reversing MRP-mediated drug resistance; actives 0.04% (n = 85,000); H69AR cells + 2 uM doxorubicin, CellTiter-Glo, 72 h; differential viability (reversal), % at 10 µM; AID 602;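 active means viability drop by adding the cancer drug above about 55%, with treated viability meeting a 40% cutoff, limit read from the data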;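 further: viability without doxorubicin minus viability with 2 µM doxorubicin for each compound; larger differential means the compound sensitizes cells more to doxorubicin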
NFkB transloc inh – blocks IL-1B driven NFkB nuclear translocation in HUVEC cells | HUVEC IL-1B NFkB p65 nuclear translocation imaging | inhibition, % at 2 µM | actives 0.43% (n = 94,000) | AID 796;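 active means inhibition above about 30% together with a positive call from visual inspection of the well image, limit read from the data; inconclusive means inhibition above a set limit but visual check negative; inactive means inhibition not above a set limit, visual check negative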;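 further: nuclear over cytoplasmic p65 intensity ratio measured by imaging; 0% = IL-1B stimulated DMSO wells and 100% = unstimulated DMSO wells; values of inactives mirror those of a sister screen read the other way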
IL1B NFkB pot – enhances IL-1B driven NFkB nuclear translocation | activation, % at 2 µM | actives 0.3% (n = 94,000) | HUVEC IL-1B NFkB p65 nuclear translocation imaging;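 active means activation above 40%, about the mean plus 3 SD, also judged a hit on visual image review; inconclusive means activation above 40% but not a hit on visual review; inactive means activation not above 40% and no visual hit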;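 further: percent activation is computed from the nuclear over cytoplasmic p65 intensity ratio; values of inactives mirror those of a sister screen read the other way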
Bcl-B TR3 displacers – displacers of TR3 peptide from Bcl-B, primary screen, selectivity assay for Bfl-1 inhibitor project, biochemical, fluorescence polarization; FP displacement of FITC-TR3 peptide from Bcl-B; higher % means a stronger effect; displacement, % at 20 µM; hits with a dose series show IC50 in µM; actives 0.11% (n = 96,000); AID 748;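 active means displacement above 50% at 20 µM plus a fluorescence interference ratio under 1.5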;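 further: plate controls were wells without compound for no effect and wells lacking Bcl-B protein for full effect; a part of the inactive calls stands beside numbers as strong as those of hits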
MRP reversal cytotoxicity – second read-out of MRP reversal, no call of its own (marks repeat the call); viability, %; H69AR cells, CellTiter-Glo, 72 h; measured here: cytotoxicity without doxorubicin
MRP reversal with doxorubicin – recorded beside MRP reversal, whose call it bears; viability, %; measured here: viability with 2 uM doxorubicin; hits give low values
NFkB transloc inh cell count 2 µM – second read-out of NFkB transloc inh, no call of its own (marks repeat the call); cell count; measured here: cells passing quality filter;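 raw number of nuclei counted in each imaged well without normalization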
IL1B NFkB pot cell count 2 µM – further read-out of IL1B NFkB pot, marked with its call; cell count; measured here: cells passing quality filter
Numbers without * were called inactive; ? = inconclusive; nt = no result given.

SMILES	PLAP inhibitors HTS	MRP reversal	MRP reversal cytotoxicity	MRP reversal with doxorubicin	NFkB transloc inh	NFkB transloc inh cell count 2 µM	IL1B NFkB pot	IL1B NFkB pot cell count 2 µM	Bcl-B TR3 displacers
COc1ccc(OC(=O)c2cnn(-c3ccccc3)c2C)cc1	21%	nt	nt	nt	-23	158	23	158	-5%
COc1ccc(CCNC(=O)CN2CCC(C)CC2)cc1OC	-82%	nt	nt	nt	-25	164	25	164	0%
Cc1nc(-c2cccc(N)c2)cs1	14%	1	92	92	-15	57	15	57	4%
COc1cc(Br)c(C(C)NC(=O)c2cccc(Br)c2)cc1OC (configuration not stated)	-6%	nt	nt	nt	28	61	-28	61	-5%
CCn1c(SCc2nnc(-c3ccccc3)o2)nnc1-c1ccc(S(=O)(=O)N2CCCC2)cc1	-38%	16	91	74	-8	91	8	91	3%
COc1ccc(-c2nc(-c3ccccc3)c(-c3cc([N+](=O)[O-])ccc3C)[nH]2)cc1O	-26%	-14	55	69	11	152	-11	152	-4%
CC(=O)NCCn1ccc2ccccc21	-3%	-9	91	100	1	104	-1	104	-13%
CCOc1ccc2nc(NC(=O)COC)sc2c1	-1%	17	98	81	nt	nt	nt	nt	-7%
CC1=C(C(=O)N2CCCCC2)C2(CCC(C)CC2)OC1=O (configuration not stated)	-8%	1	94	93	-13	55	13	55	0%
CCN(CC)S(=O)(=O)c1ccc(N2CCCC2)c(C(=O)OCC(=O)/C(C#N)=C(\C)N)c1	-40%	9	70	61	-19	146	19	146	-8%
Cc1cc(C)c2c(-n3cccc3)nn(C)c2n1	-31%	nt	nt	nt	-10	156	10	156	5%
CCOC(=O)c1ccc(N=c2sc(C(=O)OC)cc(=O)n2Cc2ccc3c(c2)OCO3)cc1	-37%	0	33	34	14	196	-14	196	5%
Cc1ccc(C)c(N2CC(=O)N(c3cc(C)ccc3C)CC2=O)c1	7%	21	119	99	-6	138	6	138	-4%
c1ccc(-c2c(-c3ccccc3)n(Cc3ccco3)c3ncnc(NCCCn4ccnc4)c23)cc1	nt	2	9	7	-4	171	4	171	-51%
COCCCNC(=O)CSc1nc2ccccc2c(=O)n1CCCC(=O)NCC1CCCO1 (configuration not stated)	-19%	1	93	92	4	107	-4	107	-2%
COC(=O)c1cc2occc2n1Cc1c(F)cccc1Cl	-8%	4	102	98	0	137	0	137	-3%
CN(C)c1ccc(C2NCCS2)cc1 (configuration not stated)	17%	nt	nt	nt	3	88	-3	88	-20%
COc1ccc(-c2nc(CSCC(=O)NC3CCCc4ccccc43)c(C)o2)cc1OC (configuration not stated)	-71%	-11	73	84	-2	155	2	155	-14%
CC1Cc2ccccc2N1C(=O)Cn1cc([N+](=O)[O-])cn1 (configuration not stated)	9%	nt	nt	nt	4	127	-4	127	-5%
CCCN1CCN(C(=O)Cn2c(=O)oc3cc(S(=O)(=O)NCc4ccccc4)ccc32)CC1	-19%	nt	nt	nt	nt	nt	nt	nt	-1%
CCc1ccc(N(C(=O)c2csnn2)C(C(=O)NCc2ccccc2)c2ccco2)cc1 (configuration not stated)	-6%	-27	48	75	-5	170	5	170	0%
CCN1C(=O)/C(=C/c2cccs2)N(C)C1=S	-12%	2	80	77	-18	117	18	117	0%
CNS(=O)(=O)c1cccc(C(=O)OC2CCCCC2=O)c1 (configuration not stated)	-7%	-10	92	102	-5	130	5	130	1%
Cc1cc(C)n(-c2nc3ccccc3nc2N2CCN(C(=O)c3ccccc3)CC2)n1	-46%	-21	87	108	-5	155	5	155	1%
COc1ccc(C(=O)Nc2ccncc2)cc1OC	-3%	-8	96	104	nt	nt	nt	nt	-6%
COC(=O)c1ccc(NC(=O)CN(C)S(=O)(=O)c2ccc(OC)c(C)c2)cc1	-14%	-9	67	76	-6	118	6	118	0%
CCn1c(=NC(=O)CN2C(=O)CCC2=O)sc2c(OC)ccc(OC)c21	-18%	nt	nt	nt	11	180	-11	180	9%
CCSc1ccccc1C(=O)NCc1ccc2c(c1)OCO2	26%	nt	nt	nt	-6	138	6	138	-3%
C=CCN1C(=Nc2cccnc2)SCC1(O)c1ccc(C)cc1 (configuration not stated)	5%	-22	34	56	5	84	-5	84	0%
COc1ccc2nc(SCC(=O)NC(C)(C)C)[nH]c2c1	-77%	24	89	64	-15	184	15	184	8%
CSc1ncccc1C(=O)OCC(=O)c1cc2ccccc2o1	6%	7	94	88	11	94	-11	94	-2%
C=C(C)CSc1nnc(-c2cccc(Cl)c2)n1N	12%	13	94	81	-2	128	2	128	4%
CCn1c2ccccc2c2nnc(SCC(=O)OCN3C(=O)c4ccccc4C3=O)nc21	4%	7	86	79	2	129	-2	129	27%
COc1ccc(C(=O)Nn2cnc3ccccc3c2=O)c(OC)c1	2%	nt	nt	nt	-1	190	1	190	-6%
C=CC[n+]1c(-c2ccc(C)cc2)csc1NNC(=O)Nc1ccccc1	-3%	10	92	82	-7	58	7	58	-4%
NC(=O)CSC1=Nc2ccccc2C2=NC(CCC(=O)NCc3ccc(F)cc3)C(=O)N12 (configuration not stated)	24%	3	98	95	-6	158	6	158	-9%
CSCCC(NC(=O)C12CC3CC(CC(C3)C1)C2)C(=O)OCC(=O)c1ccc(Cl)cc1 (configuration not stated)	-7%	nt	nt	nt	1	140	-1	140	-4%
O=C(NCCCN1CCN(c2ccccc2F)CC1)C1CCN(S(=O)(=O)c2cccs2)CC1	-48%	-8	75	83	-9	103	9	103	-14%
C=CCN1C(=O)S/C(=C/c2ccsc2)C1=O	nt	-1	84	85	-10	176	10	176	nt
O=C(c1cccc(Br)c1)N1CCN(C(=O)N2CCCCC2)CC1	-10%	19	105	87	-2	159	2	159	-2%
Cn1cccc1Cc1nnc(SCC(=O)NCC2CCCO2)n1-c1ccc(F)cc1 (configuration not stated)	-32%	2	97	95	nt	nt	nt	nt	4%
CCCS(=O)(=O)N1CCC(C(=O)NCc2ccccc2Cl)CC1	8%	7	95	87	2	143	-2	143	1%
COC(=O)c1[nH]c2c(c1C)C(=O)CC(c1cccs1)C2 (configuration not stated)	11%	-44	34	78	-11	91	11	91	-12%
COc1ccc(N2CCN(c3cc(=O)n(Cc4ccc(F)cc4)c(=O)[nH]3)CC2)cc1	-36%	-4	81	86	nt	nt	nt	nt	-2%
COc1ccc(C(=O)c2ccc(N(C)C)cc2)c(OC)c1	4%	nt	nt	nt	-13	170	13	170	6%

Taken from the entries so far (three entries):
SMILES	PLAP inhibitors HTS	MRP reversal	MRP reversal cytotoxicity	MRP reversal with doxorubicin	NFkB transloc inh	NFkB transloc inh cell count 2 µM	IL1B NFkB pot	IL1B NFkB pot cell count 2 µM	Bcl-B TR3 displacers
CSc1ncccc1C(=O)OCC(=O)c1cc2ccccc2o1	6%	7	94	88	11	94	-11	94	-2%
C=C(C)CSc1nnc(-c2cccc(Cl)c2)n1N	12%	13	94	81	-2	128	2	128	4%
CCn1c2ccccc2c2nnc(SCC(=O)OCN3C(=O)c4ccccc4C3=O)nc21	4%	7	86	79	2	129	-2	129	27%

Later entries.
SMILES	PLAP inhibitors HTS	MRP reversal	MRP reversal cytotoxicity	MRP reversal with doxorubicin	NFkB transloc inh	NFkB transloc inh cell count 2 µM	IL1B NFkB pot	IL1B NFkB pot cell count 2 µM	Bcl-B TR3 displacers
CC(c1ccccc1F)n1cc(C(=O)NCCc2ccco2)nn1 (configuration not stated)	-13%	-35	57	92	-10	137	10	137	-1%
CCOC(=O)c1csc(NC(=O)CSc2nnnn2-c2ccc(OC)cc2)n1	-8%	nt	nt	nt	-32	150	32	150	-6%
COc1nc(C)ccc1-c1noc(-c2ccco2)n1	18%	-26	67	92	-2	102	2	102	-7%
CC1=Nn2c(nnc2-c2ccco2)SC1	-5%	nt	nt	nt	-4	91	6	91	0%
Cc1cccn2c(=O)c(C=Nc3ccccc3)c(NCc3ccco3)nc12	4%	-13	72	86	1	119	-1	119	-28%
CCOC(=O)C1CCN(C(C(=O)Nc2ccc3c(c2)OCCO3)c2ccccc2)CC1 (configuration not stated)	-37%	3	104	102	-3	50	5	50	-3%
Cc1nn(CCc2nc(-c3ccco3)cs2)c2[nH]c(=O)cc(C(F)(F)F)c12	-31%	-11	75	86	nt	nt	nt	nt	34%
Cc1ccc(NCCC(=O)c2cccc([N+](=O)[O-])c2)cc1	25%	nt	nt	nt	-5	93	5	93	-3%
COc1ccc(OC)c(NC=C2C(=O)OC(C)(C)OC2=O)c1	-26%	6	95	89	5	156	-5	156	6%
Cc1ccc(C)c(S(=O)(=O)C(C#N)c2nc3ccccc3nc2N2CC(C)OC(C)C2)c1 (configuration not stated)	-42%	-17	39	56	1	181	-1	181	36%
CC1CCN(S(=O)(=O)N2CCC(C(=O)NCCN3CCOCC3)CC2)CC1	-47%	-16	98	113	nt	nt	nt	nt	6%
Cc1ccc(C(C)C)c(OCCn2c(=O)oc3ccccc32)c1	9%	18	88	70	0	125	1	125	1%
Cc1ccc(-c2nc3ccccc3c(C(=O)NCc3cccs3)c2C)cc1	-73%	nt	nt	nt	4	180	-4	180	-44%
O=C(CS(=O)c1ccc(C(F)(F)F)cc1[N+](=O)[O-])Oc1ccccc1 (configuration not stated)	5%	-3	3	6	11	115	-11	115	-4%
COc1ccc(OC)c(C(C)NC(C)=O)c1 (configuration not stated)	1%	14	100	86	-13	125	13	125	14%
CCCC(c1nnnn1C(C)(C)CC)N(CCCO)Cc1cc2cc(C)cc(C)c2[nH]c1=O (configuration not stated)	-51%	-22	50	73	6	91	-6	91	3%
CN(C)CCCCOc1ccccc1-c1ccccc1	-25%	nt	nt	nt	7	67	-7	67	10%
O=C(NCc1ccccc1)c1ccc(S(=O)(=O)N2CCCC2)cc1	25%	nt	nt	nt	9	174	-9	174	4%
CC(C)(C)C(=O)NC(C(N)=O)=C(Cl)Cl	1%	nt	nt	nt	nt	nt	nt	nt	-6%
CN1C(=O)/C(=C2\SC(N3CCCCCC3)=NC2=O)c2ccccc21	-37%	0	49	48	-10	39	9	39	16%
CC(C)OCCCn1c(=N)c(C(N)=S)cc2c(=O)n3ccccc3nc21	-36%	-16	57	73	-25	124	25	124	7%
COc1cccc(-n2c(C)nc3c(cnn3-c3ccc(Cl)cc3)c2=O)c1	14%	nt	nt	nt	6	143	-6	143	-7%
CCN(CC)S(=O)(=O)c1ccc2oc(C(=O)N3CCCCCC3)c(C)c2c1	-26%	nt	nt	nt	nt	nt	nt	nt	-12%
O=c1c2cc(N3CCOCC3)ccc2[nH]c(=S)n1CCN1CCCC1	-65%	20	103	83	nt	nt	nt	nt	18%
Cc1ccc(Cn2ccc(NC(=O)c3cc(-c4cccs4)on3)n2)cc1	17%	-13	80	93	nt	nt	nt	nt	-4%
CCCCN(CC)S(=O)(=O)c1ccccc1	-9%	6	83	77	-50	171	?	nt	18%
CC1CC2(CCCCC2)N2C(=O)C(=O)c3cccc1c32 (configuration not stated)	7%	nt	nt	nt	2	172	-2	172	-4%
N#Cc1c(NCCCO)nc(-c2ccccc2)c2c1CCCC2	-74%	12	84	72	3	124	-3	124	-10%
Cc1nnc(NC(=O)CSc2nc3c(c(=O)n2CCc2ccccc2)SC(C)C3)s1 (configuration not stated)	-17%	0	90	89	nt	nt	nt	nt	-3%
Cc1ccc(SCCC(=O)N2CCCC2)cc1	-19%	5	90	85	13	158	-13	158	-4%
CCc1ccc(C(=O)N2CCC(c3nc4ccccc4s3)CC2)cc1	2%	1	86	85	3	153	-3	153	1%
CCCC(=O)NC(C)C(c1cccs1)N1CCN(c2ccccc2)CC1 (configuration not stated)	nt	11	96	85	9	125	-9	125	nt

Whole records from above:
`N#Cc1c(NCCCO)nc(-c2ccccc2)c2c1CCCC2` is listed with PLAP inhibitors HTS = -74%; MRP reversal = 12; MRP reversal cytotoxicity = 84; MRP reversal with doxorubicin = 72; NFkB transloc inh = 3; NFkB transloc inh cell count 2 µM = 124; IL1B NFkB pot = -3; IL1B NFkB pot cell count 2 µM = 124; Bcl-B TR3 displacers = -10%
`CN1C(=O)/C(=C2\SC(N3CCCCCC3)=NC2=O)c2ccccc21` is listed with PLAP inhibitors HTS = -37%; MRP reversal = 0; MRP reversal cytotoxicity = 49; MRP reversal with doxorubicin = 48; NFkB transloc inh = -10; NFkB transloc inh cell count 2 µM = 39; IL1B NFkB pot = 9; IL1B NFkB pot cell count 2 µM = 39; Bcl-B TR3 displacers = 16%

These rows are one share of the data; rates above refer to the full screens.
